# G9a inh: G9a (human) methyltransferase inhibition; G9a H3K9 monomethylation, AlphaScreen, 2 h; Potency, µM (top dose mostly 102 µM), for the others: top-dose activity, negative = inhibition, usual class: inhibitors; hit rate 8.8% among 350,000; also: % is scaled to controls: 0 for no effect and ±100 for the full control effect; nearly all actives have a fitted effect of over 75% in size
# Target sequence (Q96KQ7 913-1193 limits assumed): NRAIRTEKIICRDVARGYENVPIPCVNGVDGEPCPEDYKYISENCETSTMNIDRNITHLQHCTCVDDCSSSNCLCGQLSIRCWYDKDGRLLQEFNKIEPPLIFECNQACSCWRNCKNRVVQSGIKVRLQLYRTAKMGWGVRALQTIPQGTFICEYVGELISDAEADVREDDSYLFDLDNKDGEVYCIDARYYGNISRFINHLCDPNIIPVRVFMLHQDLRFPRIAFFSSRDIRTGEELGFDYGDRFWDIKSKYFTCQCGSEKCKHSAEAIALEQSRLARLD
#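 G9a (20 nM) preincubated 15 min RT with compounds, then 500 nM biotinylated H3K9 peptide and 20 uM SAM added; 2 h RT reaction. Monomethyl-H3K9 product detected by AlphaScreen with anti-H3K9me1 antibody, streptavidin donor and anti-rabbit IgG acceptor beads.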
# HP1b chromo inh: inhibitors of HP1-beta chromodomain binding to methylated histone tails | AID 540317 | hit rate 0.56% among 390,000 | AlphaScreen HP1-beta / biotin-H3K9me3 peptide binding | Potency, µM (doses to about 114 µM), for inactives: at the top dose activity change, negative = inhibition, usual class: inhibitors; also: nearly all actives have a fitted effect of over 70% in size; inactives centre near 23
# Target sequence (P83916 whole entry, looked up): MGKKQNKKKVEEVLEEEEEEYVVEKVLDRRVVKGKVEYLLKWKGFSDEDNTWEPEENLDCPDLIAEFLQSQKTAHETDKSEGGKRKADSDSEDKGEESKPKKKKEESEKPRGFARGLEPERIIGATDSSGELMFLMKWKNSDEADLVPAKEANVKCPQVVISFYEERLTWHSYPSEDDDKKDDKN
#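 Compound inhibition of the preformed complex between 50 nM HP1-beta and 50 nM biotinylated H3K9me3 peptide was read by AlphaScreen. Buffer was PBS pH 7.4 with 0.01% Tween-20. Incubations ran 30 min at room temperature, with 10 ug/mL donor/acceptor beads.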
# POLI inh: inhibitors of human DNA polymerase iota; Q9UNA4; Pol iota fluorescent replication assay, 10 min; Potency, µM (highest dose often 115 µM), without a hit: at the top dose activity, negative = inhibition, most hits filed as inhibitors; hit rate 1% among 390,000; AID 588590
#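 Pol iota at 10 nM preincubated 15 min with compounds at room temperature; reaction started with fluorescent substrate, 50 nM final. Fluorescence read kinetically at 0 and 10 min; buffer-only wells as negative control.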
# GLS inh: glutaminase GLS (human) inhibition; GLS enzymatic activity, qHTS titration; Potency, µM (titrated, usually from 45.5 µM), without a hit: at the highest dose activity change, negative = inhibition, hits mostly inhibitors; AID 624170; hit rate 0.21% among 410,000; O94925; also: % is scaled to controls: 0 for no effect and ±100 for the full control effect
#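 hKGA in 45 mM KH2PO4 (pH 8.2), 0.02% Tween-20 with compound, then 1mM L-Glutamine (stock as added) plus glutamate oxidase/HRP/Amplex red coupling mix. Fluorescence read initially and after 30 min at RT; signal change reflects glutamate formation.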
# BAZ2B block: blocks human BAZ2B; AID 504333; Q9UIF8; AlphaScreen BAZ2B-H3K14Ac peptide displacement; Potency, µM (doses to about 114 µM), for inactives: at the top dose activity change, negative = inhibition, most hits filed as inhibitors; hit rate 4.4% among 360,000; also: % is scaled to controls: 0 for no effect and ±100 for the full control effect; nearly all actives have a fitted effect of over 60% in size
#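 Compounds, titrated to a top concentration of 110 uM, were incubated 30 min at room temperature with preformed BAZ2B/acetyl-K14 H3 peptide complex (50 nM each). Proximity signal was measured by AlphaScreen after 20 min with beads.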
# PGK inhibitor: T. brucei PGK inhibition | P07378 | PGK/GAPDH coupled, Kinase-Glo luminescence, 60 min | Potency, µM (series often up to 57.5 µM), inactives show at the highest dose activity change, negative = inhibition, usual class: inhibitors | hit rate 0.043% among 380,000 | AID 602233; also: % is scaled to controls: 0 for no effect and ±100 for the full control effect; nearly all actives have a fitted effect of over 60% in size
#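 Luminescent ATP detection (Kinase-Glo Plus) follows a 60-minute room-temperature incubation, with wells lacking PGK as controls. Buffer: 100 mM TEA (pH 7.6), 5 mM MgCl2, 0.01% Tween-20. Coupling enzyme GAPDH (100 nM final) supplies unstable 1,3-BPG in-well.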
# BLM inh: inhibitors of human Bloom syndrome helicase BLM | hit rate 0.2% among 350,000 | AID 2528 | recombinant BLM DNA unwinding, fluorescence dequenching | P54132 | Potency, µM (doses to about 56.1 µM), without a hit: at the top dose activity change, negative = inhibition, hits mostly inhibitors;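 also: plate controls were vehicle for no effect and no enzyme for full effect; nearly all actives have a fitted effect of over 35% in size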
# Pin1 inhibitor: blocks the human prolyl isomerase Pin1 | Q13526 | Pin1 FP peptide displacement, HiFluor488, 10 min | hit rate 0.009% among 390,000 | Potency, µM (doses to about 115 µM), without a hit: at the top dose activity, negative = inhibition, usual class: inhibitors; active = well fitted inhibition curve with a large enough effect in the polarisation, with a control signal flat, not every such curve was filed as active; inconclusive = small, poorly fitted or top-dose-only effect, or effect the other way, or a change in a side signal; inactive = no such curve, though single readings can be large or run the other way; the % refers to the polarisation; also: % is scaled to controls: 0 for no effect and ±100 for the full control effect
# Target sequence (Q13526 whole entry, looked up): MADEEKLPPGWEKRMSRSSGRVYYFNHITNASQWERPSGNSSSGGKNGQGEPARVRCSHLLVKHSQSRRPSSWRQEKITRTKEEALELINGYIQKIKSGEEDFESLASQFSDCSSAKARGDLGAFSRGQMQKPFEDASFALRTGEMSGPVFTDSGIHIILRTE
# JMJD2A Tudor: blocks the human JMJD2A Tudor domain | hit rate 4.4% among 390,000 | O75164 | AlphaScreen JMJD2A-Tudor / H3K4me3 peptide binding | Potency, µM (doses to about 114 µM), inactives show at the top dose activity change, negative = inhibition, usual class: inhibitors; also: % is scaled to controls: 0 for no effect and ±100 for the full control effect; nearly all actives have a fitted effect of over 50% in size
# * marks the source's active call; other numbers are inactive results; i = inactive; u = inconclusive; x = not tested or not shown; [ ] = remark or other dose. Unless noted, calls follow the shape of the dose curve; as a rule, active = well fitted curve in the direction sought with a large enough effect; inconclusive = small, poorly fitted or top-dose-only effect, or another doubt; inactive = no such curve, though single readings can be large; an effect the other way counts as inactive or inconclusive. Potency is read from the fitted curve at half-maximal effect. An excerpt (hit frequency here may not be typical).
SMILES,G9a inh,HP1b chromo inh,POLI inh,GLS inh,BAZ2B block,PGK inhibitor,BLM inh,Pin1 inhibitor,JMJD2A Tudor
Cc1c(Cl)c(C(=O)NC2C3CC4CC(C3)CC2C4)nn1C (configuration not stated),-9.2%[59 µM],34.6%,2.2%,-1.0%,-1.1%,-9.2%,0.6%,-5.5%,0.7%
CC(Oc1ccc(F)cc1)C(=O)Nc1cc(S(=O)(=O)N2CCOCC2)ccc1N1CCCCC1 (configuration not stated),-45.6%,15.0%,-12.8%,-6.3%,-3.3%,-3.3%,x,6.3%,-10.2%
COc1ccc(C)c2sc(N(Cc3cccnc3)C(C)=O)nc12,7.0%[59 µM],-6.4%,30.0%,-12.4%,-11.4%,-1.0%,1.9%,-7.3%,-23.4%
CCOC(=O)c1c(C)[nH]c(C(=O)OC/C(O)=C(\C#N)c2nc3ccccc3[nH]2)c1C,1.8%[12.7 µM],20.3%,-5.6%,4.2%,-19.2%,-3.2%,-7.1%,51.1%[activator],-11.7%
C=CCn1c(C)cc(C(=O)COc2ncnc3sccc23)c1C,u,5.8%,-5.4%,-0.1%,-1.1%,x,-2.5%,7.1%,-22.7%
CCOC(=O)c1sc2ncn(C(C)C(=O)OCC)c(=O)c2c1C (configuration not stated),5.0%[59 µM],33.6%,-2.3%,-1.4%,-7.9%,-7.1%,-0.1%,-1.4%,9.7%
CCOC(=O)C1CCCN(c2cc(C)nc3c(-c4ccccc4OC)c(C)nn23)C1 (configuration not stated),5.6%[59 µM],50.4%[activator],24.4%,9.6%,7.6%,-18.5%,-0.3%,3.7%,16.3%
CC(=O)Nc1ccc(NC(=O)CN(C)S(=O)(=O)c2ccc3c(c2)CCCC(=O)N3)cc1,-32.6%[59 µM],34.9%,14.7%,3.0%,14.0%[57.1 µM],0.0%,4.3%,-3.0%,2.3%
COC(=O)C1CC2=C(CCCC2=O)N(c2ccccc2)C1=O (configuration not stated),x,47.3%[activator],-13.6%,9.3%,x,0.9%,x,-7.4%,-15.2%
C/C(CC(=O)NC1C2CC3CC(C2)CC1C3)=N\NC(=O)Cc1cccs1 (configuration not stated),11.3%,16.0%,32.2%[activator],7.6%,-1.8%,i,5.1%,-4.4%,-15.8%
CN(C(=O)c1ccc(NC(=O)c2ccco2)cc1)c1ccccc1,15.8%,32.7%,42.5%,3.5%,-4.4%,u,-2.3%,-5.7%,-11.9%
CCc1ccccc1NC(=O)c1cc(-c2cccs2)on1,6.3%,17.0%,-9.9%,11.2%,16.3%,i,-2.7%,-0.4%,-5.1%
Cc1nc2sc3c(c2c(=O)n1NC(=O)CCBr)CCCC3,50.1µM*,39.6%[activator],u,-1.1%,-17.6%,2.8%,3.5%,1.9%,-11.0%
CCN1CCc2nc3sc(C(=O)Nc4cccc(Cl)c4C)c(N)c3cc2C1,u,38.0%,33.5%[activator],9.6%,-20.4%,5.2%,-0.8%,u,u
COCCOC(=O)C1=C(N)OC2=C(C(=O)CC(C)(C)C2)C1c1ccncc1 (configuration not stated),0.1%,24.7%,-13.0%,-2.4%,-3.3%,-2.0%,-3.6%,1.2%,-11.6%
O=C(CCC(=O)NNC(=S)Nc1ccccc1)NCc1ccccc1,-3.5%[59 µM],26.4%,5.5%,4.4%,0.5%,i,-1.3%,0.3%,-11.0%
CCN1CCN(C(=O)c2cc(S(=O)(=O)N3CCCCC3)ccc2Cl)CC1,-12.2%,21.9%,12.8%,-4.1%,-2.6%,i,-2.4%,-11.9%,-5.8%
N#C/C(=C(/O)c1ccc([N+](=O)[O-])o1)c1nc2ccccc2[nH]1,-3.1%[59 µM],29.1%,47.9%[activator],-5.3%,0.2%,-0.8%,-2.3%,4.3%,-2.7%
Cc1cccc(C(=O)Oc2ccccc2/C=N/Nc2ccc([N+](=O)[O-])cc2)c1,-9.0%,7.2%,-27.6%,-6.9%,-21.0%,i,-2.9%,u,-9.7%
O=C(Nc1ccc(N2CCN(Cc3ccccc3)CC2)cc1)c1cccnc1,2.1%[12.7 µM],7.4%,27.7%,42.7%[activator],-6.4%,2.2%,-1.1%,0.7%,-35.6%

# Shown with tabs: seven of the compounds above.
SMILES	G9a inh	HP1b chromo inh	POLI inh	GLS inh	BAZ2B block	PGK inhibitor	BLM inh	Pin1 inhibitor	JMJD2A Tudor
Cc1c(Cl)c(C(=O)NC2C3CC4CC(C3)CC2C4)nn1C (configuration not stated)	-9.2%[59 µM]	34.6%	2.2%	-1.0%	-1.1%	-9.2%	0.6%	-5.5%	0.7%
CC(Oc1ccc(F)cc1)C(=O)Nc1cc(S(=O)(=O)N2CCOCC2)ccc1N1CCCCC1 (configuration not stated)	-45.6%	15.0%	-12.8%	-6.3%	-3.3%	-3.3%	x	6.3%	-10.2%
COc1ccc(C)c2sc(N(Cc3cccnc3)C(C)=O)nc12	7.0%[59 µM]	-6.4%	30.0%	-12.4%	-11.4%	-1.0%	1.9%	-7.3%	-23.4%
CCOC(=O)c1c(C)[nH]c(C(=O)OC/C(O)=C(\C#N)c2nc3ccccc3[nH]2)c1C	1.8%[12.7 µM]	20.3%	-5.6%	4.2%	-19.2%	-3.2%	-7.1%	51.1%[activator]	-11.7%
C=CCn1c(C)cc(C(=O)COc2ncnc3sccc23)c1C	u	5.8%	-5.4%	-0.1%	-1.1%	x	-2.5%	7.1%	-22.7%
CCOC(=O)c1sc2ncn(C(C)C(=O)OCC)c(=O)c2c1C (configuration not stated)	5.0%[59 µM]	33.6%	-2.3%	-1.4%	-7.9%	-7.1%	-0.1%	-1.4%	9.7%
CCOC(=O)C1CCCN(c2cc(C)nc3c(-c4ccccc4OC)c(C)nn23)C1 (configuration not stated)	5.6%[59 µM]	50.4%[activator]	24.4%	9.6%	7.6%	-18.5%	-0.3%	3.7%	16.3%

# Carrying on:
SMILES,G9a inh,HP1b chromo inh,POLI inh,GLS inh,BAZ2B block,PGK inhibitor,BLM inh,Pin1 inhibitor,JMJD2A Tudor
O=C(O)CSc1nnc(-c2ccccc2Br)n1-c1cccc(C(F)(F)F)c1,-6.2%,39.4%[activator],5.5%,3.6%,-5.8%,-1.1%,-1.9%,-6.5%,0.0%
CCOc1ccc(S(=O)(=O)N(CC(=O)NCCSc2ccc(C)cc2)c2ccccc2)cc1,1.3%[59 µM],33.2%,18.9%,-4.9%,2.2%,2.4%,-3.3%,-6.6%,3.1%
CCC(C)(C)NC(=O)C1c2ccccc2Oc2ccccc21,-0.6%,-5.7%,96.8%[activator],11.1%,-1.7%,i,-0.2%,-5.7%,-8.3%[11.4 µM]
COc1ccc(CNC(=O)COC(=O)CCn2c(C)csc2=O)cc1OC,-3.3%[0.501 µM],-0.5%,26.5%,0.8%,9.9%,-9.0%,x,6.0%,-4.8%
O=C1CN(C(=O)CSc2nc3ccccc3c(=O)n2CCCN2CCOCC2)c2ccccc2N1,-3.4%,3.0%,u,0.5%,-3.2%,-6.9%,-11.9%,2.8%,-18.8%
O=C(/C=C/c1ccc(F)cc1)N1CCN(c2ccccn2)CC1,-17.0%[59 µM],29.7%,0.1%,13.4%,-21.3%,-1.3%,-2.2%,-0.4%,-9.7%
CCOc1ccc(CCNC(=O)c2cccc(-n3c(C)nc4cccnc43)c2)cc1,-31.0%[59 µM],54.2%[activator],4.5%,-6.4%,-14.3%,3.2%,1.8%,0.0%,0.0%
COc1cccc(N(C(=O)Cc2cccs2)C(C(=O)NC2CCCC2)c2ccncc2)c1 (configuration not stated),11.6%,11.1%,4.1%,-0.1%,-20.6%,-5.2%,-4.5%,-2.4%,-15.9%
COc1ccc(Cc2noc(CN3CCCC(OCc4ccccn4)C3)n2)cc1OC (configuration not stated),5.7%,22.2%,86.3%[activator],12.6%,-5.0%,i,-3.4%,-2.9%,-12.8%
Cc1ccc(CNS(=O)(=O)c2cc(C(=O)Nc3cccc(C(F)(F)F)c3)ccc2F)cc1,-0.5%[59 µM],24.3%,-14.5%,-9.4%,3.8%,-2.0%,-7.0%,1.1%,-4.3%
ON=C1CCCCCCCC1,x,15.5%,5.6%,5.6%,x,17.4%,x,1.2%,-9.0%
O=C(Nc1ccc(OC(F)(F)F)cc1)c1n[nH]c(Cn2cncn2)n1,25.7%,22.2%,6.8%,x,0.0%,-6.2%,-0.7%,4.7%,8.4%
COc1cccc(-c2nnc(N)o2)c1,0.8%,21.1%,-2.7%,-0.9%,-1.7%,-5.3%,-2.5%,3.1%,-5.8%
COc1ccc(C(=O)N2CCn3c2nc2ccccc23)cc1,25.1%,0.3%,62.1%[activator],8.2%,-19.0%,i,-6.5%,1.6%,-3.2%
Cc1ccc(C)c(S(=O)(=O)N2CCCCC2CCNC(=O)C(=O)NC2CCCC2)c1 (configuration not stated),7.7%[59 µM],20.8%,20.3%,-0.4%,10.1%,-7.0%,x,1.8%,-8.3%
CN(C(=O)CCNC(=O)Cn1cnc2ccccc2c1=O)c1ccc(Br)cc1,-2.9%,12.0%,27.0%,0.0%,5.1%,-10.3%,1.9%,-6.3%,-6.0%
CCN1CCN(C(=O)c2cc3sccc3n2CC(=O)c2ccccc2)CC1,-5.1%[12.7 µM],13.7%,u,-12.8%,-4.9%,-7.5%,1.4%,3.9%,-18.8%
Clc1ccc(-n2ncc3c(NCCN4CCOCC4)ncnc32)cc1,-30.8%[59 µM],10.3%,7.7%,3.8%,-2.6%,-7.5%,1.3%,2.9%,4.7%
CC(C)[C@H](NC(=O)c1c(F)cccc1F)C(=O)N1CCN(c2ccc(F)cc2)CC1,-23.7%,38.1%,20.8%,1.7%,-24.5%,i,-1.7%,2.8%,-11.6%
O=C(CSc1ccc2ccccc2n1)Nc1ccc(N2CCOCC2)cc1,-37.2%,33.2%,31.4%[activator],-7.9%,-18.1%,-1.3%,0.0%,-1.2%,-11.7%
Cc1ccccc1NC(=O)c1ccccc1NC(=O)CCC(=O)O,10.5%[59 µM],32.2%,9.4%,-2.8%,-3.4%,i,0.7%,-10.9%,-9.5%
